# APEX1 inh = qHTS Assay for Inhibitors of the Human Apurinic/apyrimidinic Endonuclease 1 (APE1); DNA repair nuclease/redox regulator APEX1 (Homo sapiens), P27695; AID 2517, 2012; Potency, µM (doses to about 65.8 µM), without a hit: at the highest dose activity change, negative = inhibition, usual class: inhibitors; recombinant APE1, TAMRA/BHQ-2 abasic DNA cleavage fluorescence; actives 0.35% (n = 350,000);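 also: plate controls were vehicle for no effect and reference inhibitor for full effect; nearly all actives have a fitted effect of over 55% in size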
#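 Incision of a quenched TAMRA/BHQ-2 THF abasic-site duplex (50 nM) by 0.75 nM APE1, after 15 min compound preincubation, measured as fluorescence increase over three 60 s reads. Values normalized to buffer, DMSO and NSC13755 control wells.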
# Pol beta inh = qHTS Assay for Inhibitors of DNA Polymerase Beta; P06746; Pol beta primer extension/strand displacement, fluorescence kinetic; Potency, µM (titrated, usually from 114 µM), for inactives: at the top dose activity change, negative = inhibition, usual class: inhibitors; actives 1.3% (n = 340,000); also: % is scaled to controls: 0 for no effect and ±100 for the full control effect
#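 Reaction started by 50 nM substrate onto compound-treated Pol beta (10 nM, 15 min preincubation, room temperature); plates read at 0 min and 10 min. Normalized concentration-effect data fitted by four-parameter Hill equation.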
# POLI inh = qHTS for Inhibitors of Polymerase Iota; DNA polymerase iota (Homo sapiens), Q9UNA4; Pol iota fluorescent replication assay, 10 min; Potency, µM (series often up to 115 µM), for the others: at the highest dose activity, negative = inhibition, usual class: inhibitors; actives 1% (n = 390,000)
#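 Fluorescent replication assay read twice, at 0 min and 10 min after adding 50 nM (final) substrate. Enzyme (10 nM) and compounds were first incubated 15 min at room temperature; enzyme-free buffer wells were negative controls.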
# G9a inh = qHTS Assay for Inhibitors of Histone Lysine Methyltransferase G9a; G9a H3K9 monomethylation, AlphaScreen, 2 h; Histone-lysine N-methyltransferase EHMT2 (Homo sapiens), Q96KQ7; AID 504332, 2011; actives 8.8% (n = 350,000); Potency, µM (series often up to 102 µM), for the others: at the top dose activity, negative = inhibition, most hits filed as inhibitors; also: % is scaled to controls: 0 for no effect and ±100 for the full control effect; nearly all actives have a fitted effect of over 75% in size
#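 Readings reflect AlphaScreen signal from monomethyl-H3K9 antibody detection. HMT at 20 nM; substrate b-H3K9 500 nM; cofactor SAM 20 uM; 2 h RT reaction; compounds tested as titrations in qHTS with 15 min preincubation.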
# BAZ2B block = qHTS Assay for Inhibitors of BAZ2B; AlphaScreen BAZ2B-H3K14Ac peptide displacement; actives 4.4% (n = 360,000); Bromodomain adjacent to zinc finger domain protein 2B (Homo sapiens), Q9UIF8; Potency, µM (top dose mostly 114 µM), for the others: top-dose activity change, negative = inhibition, hits mostly inhibitors; also: % is scaled to controls: 0 for no effect and ±100 for the full control effect; nearly all actives have a fitted effect of over 60% in size
#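 BAZ2B 50 nM plus b-H3(5-23)K14Ac 50 nM, PBS pH 7.4/0.01% Tween-20, 30 min RT; compound added (max 110 uM), 30 min RT; streptavidin donor/Ni-chelate acceptor beads 10 ug/mL final, 20 min dark; AlphaScreen read.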
# POLH inh = qHTS for Inhibitors of Polymerase Eta; DNA polymerase eta (Homo sapiens), Q9Y253; recombinant Pol eta, fluorescent DNA replication assay; Potency, µM (doses to about 114 µM), inactives show top-dose activity change, negative = inhibition, actives largely listed as inhibitors; actives 1.2% (n = 390,000); AID 588591, 2011; also: % is scaled to controls: 0 for no effect and ±100 for the full control effect
#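 Fluorescent replication assay: 50 nM final substrate added after a 15 min room-temperature compound preincubation with 10 nM enzyme. Signal taken at 0 min and again at 10 min.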
# POLK inh = qHTS for Inhibitors of Polymerase Kappa | DNA polymerase kappa (Homo sapiens), Q9UBT6 | purified Pol kappa, fluorescent DNA synthesis assay, 10 min | Potency, µM (highest dose often 107 µM), for inactives: top-dose activity, negative = inhibition, usual class: inhibitors | actives 0.53% (n = 400,000) | AID 588579, 2011; also: % is scaled to controls: 0 for no effect and ±100 for the full control effect
#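 First, compounds were pin-transferred onto 10 nM Pol kappa. After 15 min at room temperature, substrate was added to 50 nM final. Fluorescence was then measured kinetically at 0 and 10 min.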
# JMJD2A Tudor = qHTS Assay for Inhibitors of JMJD2A-Tudor Domain. Lysine-specific demethylase 4A (Homo sapiens), O75164. AlphaScreen JMJD2A-Tudor / H3K4me3 peptide binding. Potency, µM (doses to about 114 µM), for inactives: at the highest dose activity change, negative = inhibition, usual class: inhibitors. actives 4.4% (n = 390,000); also: % is scaled to controls: 0 for no effect and ±100 for the full control effect; nearly all actives have a fitted effect of over 50% in size
# Target sequence (O75164 whole entry, looked up, the tested form may be a part): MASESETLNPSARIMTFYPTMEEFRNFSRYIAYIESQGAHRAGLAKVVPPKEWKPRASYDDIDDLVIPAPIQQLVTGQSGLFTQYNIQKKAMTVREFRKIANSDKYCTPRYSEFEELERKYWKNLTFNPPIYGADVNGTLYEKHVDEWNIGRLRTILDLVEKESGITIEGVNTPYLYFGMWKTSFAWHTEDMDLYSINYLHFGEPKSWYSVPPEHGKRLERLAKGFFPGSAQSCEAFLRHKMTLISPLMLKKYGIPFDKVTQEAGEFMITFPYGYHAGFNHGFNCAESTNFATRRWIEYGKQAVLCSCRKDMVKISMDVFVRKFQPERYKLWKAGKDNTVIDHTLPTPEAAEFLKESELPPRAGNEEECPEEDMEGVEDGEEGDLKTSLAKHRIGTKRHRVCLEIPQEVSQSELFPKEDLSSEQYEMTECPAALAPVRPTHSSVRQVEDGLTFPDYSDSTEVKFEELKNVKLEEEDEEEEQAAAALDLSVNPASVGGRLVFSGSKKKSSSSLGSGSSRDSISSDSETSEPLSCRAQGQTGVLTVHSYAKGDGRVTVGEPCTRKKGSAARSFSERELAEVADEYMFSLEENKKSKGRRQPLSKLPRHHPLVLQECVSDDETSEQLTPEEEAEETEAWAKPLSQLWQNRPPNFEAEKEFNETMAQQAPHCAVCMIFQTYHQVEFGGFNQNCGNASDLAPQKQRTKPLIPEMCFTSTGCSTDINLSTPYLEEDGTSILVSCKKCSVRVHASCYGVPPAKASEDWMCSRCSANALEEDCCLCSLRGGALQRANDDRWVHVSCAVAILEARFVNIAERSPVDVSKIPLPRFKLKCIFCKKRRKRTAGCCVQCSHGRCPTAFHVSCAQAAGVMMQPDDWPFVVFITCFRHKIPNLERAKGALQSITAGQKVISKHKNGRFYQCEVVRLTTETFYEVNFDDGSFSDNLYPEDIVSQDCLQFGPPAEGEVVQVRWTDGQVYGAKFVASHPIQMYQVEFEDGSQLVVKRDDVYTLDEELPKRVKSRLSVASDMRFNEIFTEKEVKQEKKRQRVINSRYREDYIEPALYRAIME
# BLM helicase inh = qHTS Assay for Inhibitors of Bloom's syndrome helicase (BLM); RecQ-like DNA helicase BLM (Homo sapiens), P54132; recombinant BLM DNA unwinding, fluorescence dequenching; Potency, µM (doses to about 56.1 µM), inactives show at the highest dose activity change, negative = inhibition, actives largely listed as inhibitors; actives 0.2% (n = 350,000); AID 2528, 2010;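 also: plate controls were vehicle for no effect and no enzyme for full effect; nearly all actives have a fitted effect of over 35% in size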
# An asterisk follows results filed as active; ? = inconclusive; . = no result given; & = joins results of further samples; [ ] = another dose, or the depositor's remark. Calls follow the shape of the dose curve; as a rule, active = well fitted curve in the direction sought with a large enough effect; inconclusive = small, poorly fitted or top-dose-only effect, or another doubt; inactive = no such curve, though single readings can be large; an effect the other way counts as inactive or inconclusive. Potency is read from the fitted curve at half-maximal effect. Not all compounds are listed; the hit share may differ from the screen's.
canonical_smiles,BLM helicase inh,G9a inh,POLI inh,JMJD2A Tudor,BAZ2B block,Pol beta inh,POLH inh,POLK inh,APEX1 inh
CNS(=O)(=O)c1cn(CC(=O)N2CCN(c3ccc(OC)cc3)CC2)cc1S(=O)(=O)NC,0%,-31%[59 µM],-12%,-16%,-13%,-3%,8%,-4%,.
COC(=O)c1ccc(NC(=O)CCS(=O)(=O)c2ccc3c(c2)NC(=O)C(C)S3)cc1 (stereo unspecified),2%,29%,14%,?,-24%,0%,-16%,0%,15%
CCC1S/C(=N/C(=O)NC2CCCCC2)NC1=O (stereo unspecified),3%,4%[59 µM],?,-9%,-2%,15%,-4%,1%,1%
COC(=O)c1ccc(NC(=O)C(=O)NCC(c2cccnc2)N2CCc3ccccc32)cc1 (stereo unspecified),2%,-8%[59 µM],18%,-25%,-30%,-1%,-18%,-7%,.
COC(=O)c1ccc(COc2c(F)c(F)cc(F)c2F)o1,-4%,-4%,-7%,30%,10%,2%,-2%,-8%,-23%
COC(=O)c1ccccc1OCC(=O)NC1CCCCC1,-5%,-4%[12.7 µM],6%[58.9 µM],-1%,6%,-12%,-11%,-13%,-1%
Cc1cc2cc(C)c(SCC(=O)NCc3ccco3)nc2cc1C,1%,6%,44%[activator],-13%,?,?,-16%,-5%,-2%
O=Cc1cc2ccccc2nc1SCCCF,-3%,64%[activator],100%[activator],1%,13%,0%,-15%,0%,0%
Cc1ccccc1-n1c(SCc2ccccn2)nc2n[nH]c(C)c2c1=N,4%,29%[12.7 µM],22%,-24%,5%,-10%,?,-4%,-5%
CCN(CC)S(=O)(=O)c1ccc(=O)n(CC(=O)N2Cc3ccccc3CC2C(N)=O)c1 (stereo unspecified),.,-5%,10%,-6%,8%,.,-10%,-15%,-2%

# Next part
canonical_smiles,BLM helicase inh,G9a inh,POLI inh,JMJD2A Tudor,BAZ2B block,Pol beta inh,POLH inh,POLK inh,APEX1 inh
COc1cccc(Oc2cncnc2-c2ccc(OC)cc2O)c1,-4%,-3%,3%,-11%,-2%,21%,-10%,-11%,-2%
Cc1cc(=O)oc2cc(OCC(=O)OCC(=O)Nc3ccccc3C(C)C)ccc12,-9%,34%[59 µM],12%,-4%,-4%,22%,-9%,-9%,1%
CCn1cc(CNC(=O)c2ccc3nc(Cc4ccc(OC)cc4)oc3c2)cn1,-2%,-4%,26%,-12%,7%,1%,-13%,9%,83%[activator]
Cc1ccc(NC(=O)CCC(C(=O)O)N2C(=O)c3ccccc3C2=O)cc1 (stereo unspecified),1%,9%[59 µM],-2%,-22%,-6%,-2%,0%,2%,2%
Cc1ccccc1N1C(=O)CC2(CCCC2)CC1=O,-4%,-11%[59 µM],13%,2%,-14%,18%,-13%,4%,4%
COc1cc2ccccc2cc1C(=O)Nc1ccc(NC(=O)c2cccs2)cc1,-2%,28%,2%,4%,6%,15%,-3%,-30%,-6%
NC(=O)c1nsc(C(=O)N(c2ccccc2)C(C(=O)NC2CCCC2)c2ccc3ncccc3c2)c1N (stereo unspecified),-9%,16%,108%[activator],-5%,-17%,-1%,-8%,-1%,14%
Cc1csc2nc(NC(=O)c3ccccc3)sc(=O)c12,-13%,-3%,137%[activator],?,-19%,-27%,-24%,-6%,-1%
COc1cc(CN2CCCCC2)ccc1OCc1ccccc1,1%,.,16%,32µM*,?,-10%,-15%,-10%,-11%
Nc1cccnc1Sc1ccc([N+](=O)[O-])cn1,-2%,1µM*,48%[activator],1.6µM*,-29%,-10%,-3%,-9%,-2%

# Next section:
canonical_smiles,BLM helicase inh,G9a inh,POLI inh,JMJD2A Tudor,BAZ2B block,Pol beta inh,POLH inh,POLK inh,APEX1 inh
COc1ccc(CCNC(=O)Cn2cc(C(=O)c3ccccc3)c(=O)c3ccc(C)nc32)cc1OC,-3%,1%[59 µM],-21%,-7%,30%[57.1 µM],-22%,-13%,-1%,.
Cc1c(NC(=O)C(C)OC(=O)COc2ccccc2)c(=O)n(-c2ccccc2)n1C (stereo unspecified),2%,38%,133%[activator],4%,3%,16%,-17%,-2%,17%
O=C(NC1CCCCC1)C(c1ccc(F)cc1)N(Cc1ccco1)C(=O)Cn1nnc2ccccc21 (stereo unspecified),-4%,-9%[12.7 µM],?,-19%,-4%,0%,-13%,-2%,-2%
CCn1c(C)nc2cc(OC)ccc21,-3%,-2%,-16%,-6%,-26%,15%,-8%,3%,0%
CN(CC1CCCO1)S(=O)(=O)c1ccc(C(=O)Nc2nccs2)cc1 (stereo unspecified),-6%,?,-3%,9%,-25%,13%,-12%,6%,-2%
O=C(CCNC(=O)c1ccco1)NCc1ccc(C(=O)O)cc1,.,.,91%[activator],-5%,.,.,-20%,-24%,12%
COc1cc(NC(N)=S)c(OC)cc1Cl,-2%,?,1%,-5%,-17%,-3%,-9%,0%,?
Cc1c(C(=O)NCCCN2CCCC2=O)oc2c(Cl)cccc12,.,11%,24%,3%,-4%,.,-21%,-1%,-1%
Cc1csc(NC(=O)CSc2nnc(-c3ccncc3)o2)n1,2%,11%[59 µM],13%,-7%,8%,4%,-16%,-5%,0%
COc1cc(/C=C2\N=C(c3ccccc3)OC2=O)ccc1OCc1c(C)no[n+]1[O-],-6%,-44%[59 µM],-3%,-22%,1%,6%,15%,0%[60.1 µM],4%

# Next records follow.
canonical_smiles,BLM helicase inh,G9a inh,POLI inh,JMJD2A Tudor,BAZ2B block,Pol beta inh,POLH inh,POLK inh,APEX1 inh
O=C(NC(=S)NCc1ccncc1)c1ccccc1,-2%,.,-2%,-10%,-4%,33%,1%,-5%,-1%
CC(C(=O)Nc1ccc(Cl)cc1Cl)N1C(=O)NC2(CCCCCCC2)C1=O (stereo unspecified),.,7%[12.7 µM],7%,2%,9%,.,-22%,-5%,-12%
O=C1CSC(c2cccnc2)N1Cc1ccc(Cl)cc1 (stereo unspecified),-2%,.,25%,-11%,3%,27%,1%,-6%,12%
CCN(Cc1ccncc1)Cc1nc(Cc2ccccc2Cl)no1,10%,-16%[59 µM],-7%,-15%,-9%,9%,-5%,-5%,6%
CN(CC(=O)Nc1c(Cl)cccc1Cl)C(=O)CNC(=O)C1CCCCC1,-4%,22%,11%,3%,19%,2%,-6%,-17%,66%[activator]
O=C(Nc1ccc(S(=O)(=O)N2CCCCC2)cc1)c1ccc(=O)[nH]c1,.,14µM*,?,-10%,-1%,.,5%,-8%,-9%
Cc1ccc(C(=O)N/C(=C\c2cn(S(=O)(=O)N(C)C)c3ccccc23)C(=O)NCCN2CCOCC2)cc1,-1%,.,-4%,-20%,-4%,21%,-11%,10%,8%
O=C1CCCc2nc(N3CCN(Cc4ccccc4)CC3)ncc21,-6%,?,19%,-6%,-3%,31%,0%,-4%,10%
CCC(=O)c1ccc(OCC(=O)Nc2cc(S(=O)(=O)N3CCCCC3)ccc2N2CCN(CC)CC2)cc1,.,10µM*,-9%,-31%,-35%,.,-16%,-4%,3%
Cc1ccc(S(=O)(=O)NC(=O)C2CCCCC2)cc1,.,6%[2.33 µM],14%,-15%,3%,.,2%,-1%,16%

# For reference, some entries already given:
canonical_smiles,BLM helicase inh,G9a inh,POLI inh,JMJD2A Tudor,BAZ2B block,Pol beta inh,POLH inh,POLK inh,APEX1 inh
COc1cc(/C=C2\N=C(c3ccccc3)OC2=O)ccc1OCc1c(C)no[n+]1[O-],-6%,-44%[59 µM],-3%,-22%,1%,6%,15%,0%[60.1 µM],4%
O=C(NC(=S)NCc1ccncc1)c1ccccc1,-2%,.,-2%,-10%,-4%,33%,1%,-5%,-1%
CC(C(=O)Nc1ccc(Cl)cc1Cl)N1C(=O)NC2(CCCCCCC2)C1=O (stereo unspecified),.,7%[12.7 µM],7%,2%,9%,.,-22%,-5%,-12%
O=C1CSC(c2cccnc2)N1Cc1ccc(Cl)cc1 (stereo unspecified),-2%,.,25%,-11%,3%,27%,1%,-6%,12%
CCN(Cc1ccncc1)Cc1nc(Cc2ccccc2Cl)no1,10%,-16%[59 µM],-7%,-15%,-9%,9%,-5%,-5%,6%
CN(CC(=O)Nc1c(Cl)cccc1Cl)C(=O)CNC(=O)C1CCCCC1,-4%,22%,11%,3%,19%,2%,-6%,-17%,66%[activator]
O=C(Nc1ccc(S(=O)(=O)N2CCCCC2)cc1)c1ccc(=O)[nH]c1,.,14µM*,?,-10%,-1%,.,5%,-8%,-9%
Cc1ccc(C(=O)N/C(=C\c2cn(S(=O)(=O)N(C)C)c3ccccc23)C(=O)NCCN2CCOCC2)cc1,-1%,.,-4%,-20%,-4%,21%,-11%,10%,8%

# The listing continues:
canonical_smiles,BLM helicase inh,G9a inh,POLI inh,JMJD2A Tudor,BAZ2B block,Pol beta inh,POLH inh,POLK inh,APEX1 inh
CCN1C(=O)[C@H]2[C@@H](c3ccc(-c4cccc(Cl)c4)c(OC)c3)N[C@@](Cc3ccccc3)(C(=O)OC)[C@H]2C1=O,.,-43%[2.33 µM],?,?,?,.,-8%,6%,10%
O=C(CSc1ccccn1)Nc1cccc([N+](=O)[O-])c1,-2%,11µM*,41%[activator],-25%,-15%,4%,1%,-18%,-3%
OCCNc1nc(Nc2ccccc2OC(F)(F)F)nc(N2CCCC2)n1,.,.,6%,-29%,.,.,-4%,-20%,.
O=C(NCCN1C(=O)S/C(=C/c2ccccc2)C1=O)C1CCCN1C(=O)c1cccs1 (stereo unspecified),2%,-23%,17%,-11%,5%,2%[57.1 µM],-17%,-6%,1%
Cc1ccccc1-c1nc(CS(=O)CC(=O)NCCc2ccc(Cl)cc2)c(C)o1 (stereo unspecified),1%&-7%,6%,-14%&-7%,14%&-14%,-20%&-23%,4%&-1%,-9%&-3%,3%&-18%,15%

# Screens: PubChem, National Center for Advancing Translational Sciences (NCATS)
